Screening data from PubChem BioAssay.
N370S GC mod – N370S glucocerebrosidase modulation, Gaucher chaperone candidate; Potency, µM (doses to about 59.4 µM), for inactives: at the top dose activity change, negative = inhibition, usual class: inhibitors; 330,000 compounds, 0.092% hits; N370S GC spleen homogenate, 4MU-glucoside fluorescence;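 note: 0% = full enzyme activity and -100% = no enzyme basal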
FEN1 inh – blocks human flap endonuclease 1. AID 588795. 390,000 compounds, 0.35% hits. Potency, µM (titrated, usually from 114 µM), without a hit: top-dose activity change, negative = inhibition, most hits filed as inhibitors. P39748. Recombinant FEN1 flap cleavage, fluorescence, 15 min; note: nearly all actives have a fitted effect of over 65% in size
Target sequence (P39748 whole entry, looked up): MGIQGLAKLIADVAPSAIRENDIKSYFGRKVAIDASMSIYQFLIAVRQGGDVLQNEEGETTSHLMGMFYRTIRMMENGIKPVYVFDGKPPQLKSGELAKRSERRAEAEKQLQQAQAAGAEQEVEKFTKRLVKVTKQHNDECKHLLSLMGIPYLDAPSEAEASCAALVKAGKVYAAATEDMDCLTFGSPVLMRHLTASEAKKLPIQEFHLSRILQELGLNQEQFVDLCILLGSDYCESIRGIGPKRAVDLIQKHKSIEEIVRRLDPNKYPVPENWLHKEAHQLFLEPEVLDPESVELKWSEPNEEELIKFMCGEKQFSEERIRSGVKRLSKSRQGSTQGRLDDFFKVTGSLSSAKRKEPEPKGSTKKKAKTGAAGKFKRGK
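Potency values derive from four-parameter Hill fits of normalized qHTS data. The reaction used 10 nM FEN1 preincubated 15 min at room temperature with compound, then 50 nM DNA substrate, read at 0 and 15 min.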
TDP1 cell CPT – DT40-hTDP1 cell growth loss with CPT; AID 686979; Potency, µM (titrated, usually from 46.2 µM), for inactives: top-dose activity change, negative = growth inhibition, hits mostly inhibitors; 420,000 compounds, 12% hits; chicken DT40 Tdp1-/-;hTDP1 cells + 20 nM CPT, ATP luminescence, 48 h; note: nearly all actives have a fitted effect of over 55% in size
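Chicken DT40 Tdp1-/- cells stably complemented with human TDP1 were seeded at 400 cells/well in medium containing 20 nM camptothecin, exposed to pin-transferred compounds, and grown at 37 °C for at least 48 hr. Viability was read as ATP luminescence.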
* hit, by the source's call; [ ] = another dose, or the depositor's remark. Calls come from the whole dose curve; as a rule, active = well fitted curve in the direction sought with a large enough effect; inconclusive = small, poorly fitted or top-dose-only effect, or another doubt; inactive = no such curve, though single readings can be large; an effect the other way counts as inactive or inconclusive. Unless noted, % is set by controls: 0 for no effect and ±100 for the full control effect; potency is the fitted concentration of half-maximal effect. An excerpt; the hit share may differ from the screen's.

Screening CCCC(O)(CCC)C(=O)NN(C(=O)OC)c1ccccc1 returned N370S GC mod -1%, FEN1 inh -11% and TDP1 cell CPT -18%.
`Cc1nc2ccc(S(=O)(=O)NC(CC(C)C)C(=O)NCc3ccc(Cl)cc3)cc2s1` (stereo unspecified) gave FEN1 inh -16% and TDP1 cell CPT inconclusive.
`Cc1ccc2nc(N(CCCN(C)C)C(=O)c3ccc(S(=O)(=O)N(C)C)cc3)sc2c1` gave N370S GC mod -4%, FEN1 inh -2% and TDP1 cell CPT 3%.
Screening O=C(Nc1cccc(Cl)c1)c1ccc2nc(CCc3ccccc3)oc2c1 returned FEN1 inh -1% and TDP1 cell CPT inconclusive.
CCCc1nnc(NC(=O)CS(=O)(=O)c2ccc(C)cc2)s1 was read as N370S GC mod -2%, FEN1 inh -4% and TDP1 cell CPT -7%.
Screening CCOc1ccc(NC(=O)CCC(=O)NNC(=O)COc2ccc(C)cc2Br)cc1 returned N370S GC mod 6%, FEN1 inh -6% and TDP1 cell CPT -1%.
CC1CCCC(C)N1C(=O)COC(=O)c1ccc2ccccc2n1 (stereo unspecified) was read as FEN1 inh 4% and TDP1 cell CPT -17%.
For CC(C)(C)OC(=O)C[C@H]1C/C=C\C[C@@H](CC(=O)NCCO)C(=O)NC[C@@H](c2ccccc2)OC1=O the results were FEN1 inh -12% and TDP1 cell CPT -15%.
Screening COc1ccc(C(=O)NCCS(=O)(=O)NCc2ccc(F)cc2)cc1 returned N370S GC mod -7%, FEN1 inh 2% and TDP1 cell CPT -1%.
`CNC(=O)CC(=O)Nc1ccccc1C(=O)O` gave N370S GC mod -11%, FEN1 inh -9% and TDP1 cell CPT -8%.
Screening Cc1ccc(C)c(OCC(O)CN2CCCCC2C)c1 (stereo unspecified) returned N370S GC mod 9%, FEN1 inh -4% and TDP1 cell CPT -20%.
For O=C(N/N=C/c1c(O)n(Cc2ccco2)c(=O)[nH]c1=O)c1ccccc1 the results were N370S GC mod 3%, FEN1 inh -20% and TDP1 cell CPT 14%.
For Cc1cccc(-n2ncc3c(N(C)Cc4ccccc4)ncnc32)c1 the results were N370S GC mod inconclusive, FEN1 inh -3% and TDP1 cell CPT inconclusive.
Screening Cc1ccc(-c2cnc(SCCNC(=O)c3ccco3)[nH]2)cc1 returned N370S GC mod -9%, FEN1 inh 0% and TDP1 cell CPT inconclusive.
Screening CCCOc1ccc(C(CC(=O)O)NC(=O)c2ccc3c(c2)OCO3)cc1 (stereo unspecified) returned N370S GC mod 6%, FEN1 inh -4% and TDP1 cell CPT -6%.
For CCCCN(C)c1ccc([N+](=O)[O-])cc1 the results were N370S GC mod -8%, FEN1 inh -14% and TDP1 cell CPT -24%.
For CSc1ccc(CNC(=O)c2c(C)noc2C)s1 the results were N370S GC mod -7%, FEN1 inh 8% and TDP1 cell CPT 6%.
`CCOC(=O)/C=C(\C)Nc1cc(C)nn1-c1ccccc1` gave N370S GC mod 1%, FEN1 inh 1% and TDP1 cell CPT 11%.
For Cn1c(Cc2cccc3ccccc23)nnc1SCC(=O)N1CCN(c2cccc(Cl)c2)CC1 the results were N370S GC mod 8%, FEN1 inh -2% and TDP1 cell CPT 23µM*.
`CCOCCCn1c(=N)c(C(=O)NCc2cccnc2)cc2c(=O)n3ccccc3nc21` gave FEN1 inh -3% and TDP1 cell CPT -3%.
COc1ccc(C(F)(F)F)cc1N/C=C/c1nnnn1-c1ccc(C)cc1 was read as N370S GC mod 19%, FEN1 inh -13% and TDP1 cell CPT -7%.
For CCNc1ncc2nc(-c3ccccc3)c(=O)n(Cc3cccc(OC)c3)c2n1 the results were N370S GC mod 10% and TDP1 cell CPT 2%.
For COc1cccc(-c2cc(C(F)(F)F)nc(N3CCCCC3)n2)c1 the results were N370S GC mod -5%, FEN1 inh -14% and TDP1 cell CPT -5%.
`COc1ccc(CCC(=O)NCCOc2ccc(Cl)cc2)cc1` gave N370S GC mod -5%, FEN1 inh 0% and TDP1 cell CPT 6%.
Screening CCOC(=O)N1CCN(C(=O)c2cc(-c3ccc(OCC)cc3)nc3ccccc23)CC1 returned N370S GC mod -3%, FEN1 inh -12% and TDP1 cell CPT 4.6µM*.
`Cc1cc(C=C2C(=O)c3ccccc3C2=O)c(C)n1-c1ccccc1` gave N370S GC mod -2%, FEN1 inh 0% and TDP1 cell CPT inconclusive.
For CN(C)CCNC(=O)c1ccc2nc(Cc3ccccc3)oc2c1 the results were FEN1 inh 18% and TDP1 cell CPT inconclusive.
For On1nnc2c3ccccc3c3ccccc3c21 the results were N370S GC mod 5%, FEN1 inh -5% and TDP1 cell CPT 6%.
COc1ccc(Cl)cc1NC(=S)NCc1cccnc1 was read as N370S GC mod 16%, FEN1 inh 15% and TDP1 cell CPT -7%.
`Cn1c(SCC(=O)c2ccccc2)nnc1-c1ccc(O)cc1` gave FEN1 inh 6% and TDP1 cell CPT 2%.

Ten structures out of the list, sorted by formula weight, low to high.
For CCCCN(C)c1ccc([N+](=O)[O-])cc1 the results were N370S GC mod -8%, FEN1 inh -14% and TDP1 cell CPT -24%.
Screening Cc1ccc(C)c(OCC(O)CN2CCCCC2C)c1 (stereo unspecified) returned N370S GC mod 9%, FEN1 inh -4% and TDP1 cell CPT -20%.
For CN(C)CCNC(=O)c1ccc2nc(Cc3ccccc3)oc2c1 the results were FEN1 inh 18% and TDP1 cell CPT inconclusive.
`Cn1c(SCC(=O)c2ccccc2)nnc1-c1ccc(O)cc1` gave FEN1 inh 6% and TDP1 cell CPT 2%.
`Cc1cc(C=C2C(=O)c3ccccc3C2=O)c(C)n1-c1ccccc1` gave N370S GC mod -2%, FEN1 inh 0% and TDP1 cell CPT inconclusive.
For Cc1cccc(-n2ncc3c(N(C)Cc4ccccc4)ncnc32)c1 the results were N370S GC mod inconclusive, FEN1 inh -3% and TDP1 cell CPT inconclusive.
`COc1ccc(CCC(=O)NCCOc2ccc(Cl)cc2)cc1` gave N370S GC mod -5%, FEN1 inh 0% and TDP1 cell CPT 6%.
`CCOCCCn1c(=N)c(C(=O)NCc2cccnc2)cc2c(=O)n3ccccc3nc21` gave FEN1 inh -3% and TDP1 cell CPT -3%.
`Cc1nc2ccc(S(=O)(=O)NC(CC(C)C)C(=O)NCc3ccc(Cl)cc3)cc2s1` (stereo unspecified) gave FEN1 inh -16% and TDP1 cell CPT inconclusive.
Screening CCOc1ccc(NC(=O)CCC(=O)NNC(=O)COc2ccc(C)cc2Br)cc1 returned N370S GC mod 6%, FEN1 inh -6% and TDP1 cell CPT -1%.

(more compounds)
CC(=O)c1c(C)n(CC(=O)NCc2ccc3c(c2)OCO3)c2ccccc12 was read as N370S GC mod 2%, FEN1 inh -3% and TDP1 cell CPT 13µM*.
`O=[N+]([O-])c1ccc(Cl)c(/C=N/n2c(COc3ccccc3)n[nH]c2=S)c1` gave N370S GC mod 3%, FEN1 inh -15% and TDP1 cell CPT 18µM*.
For CC(C)Cn1c(N)c(C(=O)COC(=O)c2ccc3c(c2)OCCO3)c(=O)n(C)c1=O the results were N370S GC mod 11%, FEN1 inh -12% and TDP1 cell CPT 18µM*.
`CCOC(=O)c1c(C)[nH]c(C(=O)OCC(=O)N(CC(C)C)c2c(N)n(Cc3ccccc3)c(=O)[nH]c2=O)c1C` gave N370S GC mod 20%, FEN1 inh 13% and TDP1 cell CPT inconclusive.
For Cc1cccc(N(CC(=O)Nc2cccnc2)S(C)(=O)=O)c1 the results were N370S GC mod -3%, FEN1 inh inconclusive and TDP1 cell CPT -2%.
O=C(CSc1nc2ccccc2o1)N1CCN(S(=O)(=O)c2ccc3ccccc3c2)CC1 was read as N370S GC mod 22%, FEN1 inh 0% and TDP1 cell CPT 8%.
Screening CN1CCN(C(=O)CCn2c(=O)c3cccn3c3cccnc32)CC1 returned N370S GC mod -4%, FEN1 inh -5% and TDP1 cell CPT 2%.
`COc1ccc2nc(NC(=O)NC3CCCCC3)sc2c1` gave N370S GC mod 27%, FEN1 inh -8% and TDP1 cell CPT inconclusive.
Screening Cc1ccc(-n2ncc3c(Nc4ccc(Oc5ccccc5)cc4)ncnc32)c(C)c1 returned FEN1 inh -3% and TDP1 cell CPT 16µM*.
Screening O=C1COc2ccc(-c3csc(-c4ccc(F)cc4)n3)cc2N1 returned FEN1 inh 2% and TDP1 cell CPT inconclusive.
`CCOc1cc2sc(N3CCC(C(=O)Nc4ccc(C)cc4)CC3)nc2cc1Br` gave FEN1 inh 16% and TDP1 cell CPT -16%.
For Cc1cccc(N2CCN(C(=O)CCS(=O)(=O)c3ccc4c(c3)NC(=O)C(C)S4)CC2)c1C (stereo unspecified) the results were N370S GC mod 10%, FEN1 inh 16% and TDP1 cell CPT inconclusive.
Cc1ccc(Oc2c(C(F)(F)F)oc3cc(OCC(=O)NC4CCCCC4)ccc3c2=O)cc1 was read as FEN1 inh -2% and TDP1 cell CPT inconclusive.
For O=C(/C=C/c1ccc2c(c1)OCO2)N1CCN(c2ccc(Cl)cc2)CC1 the results were N370S GC mod 28%, FEN1 inh -6% and TDP1 cell CPT -7%.
`CS(=O)(=O)c1sc(C(=O)NC(=O)Nc2cccc(C(F)(F)F)c2)c2c1C=CCC2` gave N370S GC mod -4%, FEN1 inh 10% and TDP1 cell CPT inconclusive.
`CCCCNC(=O)c1c(CSc2ccccc2)noc1C(=O)NCc1ccccc1` gave N370S GC mod 25%, FEN1 inh -2% and TDP1 cell CPT inconclusive.
For COc1ccc(C(=O)NC(=S)N(C)Cc2ccccc2)cc1Br the results were N370S GC mod -10%, FEN1 inh -4% and TDP1 cell CPT inconclusive.
For COc1ccccc1NS(=O)(=O)c1cc(NC(=O)c2[nH]c(C)c(C(C)=O)c2C)ccc1N1CCOCC1 the results were N370S GC mod -6%, FEN1 inh 1% and TDP1 cell CPT 7.3µM*.
For CNC(=O)/C(C#N)=C/c1c(N2CC(C)OC(C)C2)nc2ccccn2c1=O (stereo unspecified) the results were N370S GC mod 9%, FEN1 inh 1% and TDP1 cell CPT 3%.
O=C(CC1(O)CCCCC1)OC1CCCC1 was read as FEN1 inh 4% and TDP1 cell CPT 11%.
For CCCCN1C(=O)NC2NC(=O)NC21 (stereo unspecified) the results were N370S GC mod 26%, FEN1 inh -4% and TDP1 cell CPT 3%.
For CN(C)c1ncc([N+](=O)[O-])cc1C(F)(F)F the results were N370S GC mod 1%, FEN1 inh -3% and TDP1 cell CPT inconclusive.
COc1cc(/C=C(/C#N)C(=O)NCc2ccccc2)cc(OC)c1OC was read as N370S GC mod 0%, FEN1 inh 12% and TDP1 cell CPT -15%.
For Cc1ccc(-n2cnc3scc(-c4cccs4)c3c2=O)cc1 the results were N370S GC mod 10%, FEN1 inh -21% and TDP1 cell CPT -23%.
Screening O=C(N/N=C/c1ccc2c(c1)OCO2)C1CC1 returned N370S GC mod -2%, FEN1 inh -1% and TDP1 cell CPT -8%.
`O=C(CNS(=O)(=O)c1ccccc1)NCc1ccccn1` gave N370S GC mod 7%, FEN1 inh 7% and TDP1 cell CPT -14%.
O=C(CC1Sc2ccccc2NC1=O)Nc1cccc(-c2nnc3n2CCCCC3)c1 (stereo unspecified) was read as N370S GC mod -4%[2.35 µM], FEN1 inh 5% and TDP1 cell CPT -9%.
Screening CC1(C)CC(O)(CNCc2ccc3c(c2)OCO3)CCO1 (stereo unspecified) returned N370S GC mod 3%, FEN1 inh 1% and TDP1 cell CPT 3%.
CCc1nc2nc(C)c(NS(=O)(=O)c3ccc(Cl)s3)c(=O)n2[nH]1 was read as N370S GC mod -7%, FEN1 inh -2% and TDP1 cell CPT 10%.
`O=C(CCc1nc2ccccc2c(=O)[nH]1)NCc1cccc(Cl)c1` gave N370S GC mod -20%, FEN1 inh -3% and TDP1 cell CPT 21µM*.
`COC(=O)/C(=C\Nc1ccc(Oc2ccc(F)cc2F)nc1)NC(=O)c1ccccc1` gave N370S GC mod 1%, FEN1 inh -3% and TDP1 cell CPT 0%.
`CCOC1=NC(C(=O)O)c2ccccc2/C(=C(/C)Cl)N1` (stereo unspecified) gave N370S GC mod 8%, FEN1 inh 27% and TDP1 cell CPT -12%.
`C=CCN1C(=O)C2C(C(=O)NC)C3C=CC2(O3)C1C(=O)NCc1ccc(OC)cc1` (stereo unspecified) gave N370S GC mod -15%, FEN1 inh -3% and TDP1 cell CPT 8%.
Cc1cccc(C)c1Nc1nnc(SCC(=O)c2ccc3c(c2)NC(=O)CO3)s1 was read as N370S GC mod -10%, FEN1 inh 5% and TDP1 cell CPT -3%.
Screening Cc1ccc(CNC(=O)COc2ccc(S(=O)(=O)NC(C)C)cc2)cc1 returned N370S GC mod 1%, FEN1 inh -1% and TDP1 cell CPT -18%.
`CCOc1ccc(C2C(C#N)=C(N)N(N(C)C)C3=C2C(=O)CCC3)cc1` (stereo unspecified) gave N370S GC mod 2%, FEN1 inh 1% and TDP1 cell CPT -5%.
Screening COC(=O)NNC(=O)COc1ccc(Cl)cc1 returned N370S GC mod -10%, FEN1 inh -2% and TDP1 cell CPT -4%.
